Screening data from PubChem BioAssay.
NR2E3 ag-1 = inhibitors of NR2E3-RetCOR corepressor binding, primary screen, NR2E3 agonist project, biochemical, TR-FRET, GST-NR2E3, biotin-RetCOR. 1536-well. inhibition of corepressor binding, % at 4.78 µM. Photoreceptor-specific nuclear receptor (Homo sapiens), Q9Y5X4. AID 2300, 2010. 320,000 tested, 0.12% active;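 active means percent inhibition above the cutoff of mean plus 3 SD of all tested compounds, set per screening campaign, cut at about 20% in these data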;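 further: 0% = DMSO wells and 100% = biotin wells as full block of FRET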
Target sequence (Q9Y5X4 whole entry, looked up): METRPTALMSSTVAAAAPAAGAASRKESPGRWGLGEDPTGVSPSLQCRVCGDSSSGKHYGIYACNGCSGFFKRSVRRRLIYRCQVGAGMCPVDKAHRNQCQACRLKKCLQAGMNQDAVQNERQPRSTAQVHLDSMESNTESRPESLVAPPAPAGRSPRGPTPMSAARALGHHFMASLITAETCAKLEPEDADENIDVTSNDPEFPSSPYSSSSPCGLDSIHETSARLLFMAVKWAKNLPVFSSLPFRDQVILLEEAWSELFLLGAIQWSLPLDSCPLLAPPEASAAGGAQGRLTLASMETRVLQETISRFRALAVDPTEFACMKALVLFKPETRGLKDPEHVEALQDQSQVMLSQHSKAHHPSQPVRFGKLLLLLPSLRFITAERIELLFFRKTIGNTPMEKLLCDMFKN
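Assay system: NR2E3–RetCOR corepressor complex. Quantity: 1.35 nM GST-NR2E3. Buffer or medium: pH 7.5 Tris-based buffer. Reagent: biotinylated RetCOR corepressor at 7 nM final. Schedule: 5 h at 4 °C. Detection: TR-FRET, emission read at 617 and 671 nm. Replicates: one well per compound, singlicate testing.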
KKLEB cytotox = cytotoxicity in KKLEB CF airway cells, primary screen, cytotoxicity control for CF NF-kB inhibitor project, cell-based, uHTS, fluorescence assay plates; KKLEB CF airway cells viability, ATPlite luminescence, overnight; active compounds read low; cells stimulated with P. aeruginosa culture filtrate; activity change (cytotoxicity), % at 5 µM; 360,000 tested, 0.36% active;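 active means corrected activity change at or below -50% at 5 µM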
Peg3 prom inh = Peg3 promoter-driven luciferase inhibitors, primary screen, cell-based, HeLa, luciferase luminescence; 360,000 tested, 1.7% active; inhibition, % at 20 µM; AID 588405, 2011; HeLa PEG-Prom luciferase reporter, overnight;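 active means inhibition of at least 50% at 20 µM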
TRPM1 prom inh = inhibitors of MITF-dependent TRPM1 promoter reporter, primary screen, cell-based, SK-MEL-5, single point, luciferase; inhibition, % at 12.5 µM; SK-MEL-5 TRPM1 promoter luciferase, 24 h; 330,000 tested, 0.83% active;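 active means mean inhibition across replicates of 60% or more, whatever share of single replicates reaches that level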; further: values of inactives mirror those of a sister screen read the other way
TRAIL sens C8 = viability loss with TRAIL in NB7+C8 cells, primary screen, TRAIL sensitizer project, cell-based, ATPlite luminescence; 360,000 tested, 1% active; inhibition (viability loss, TRAIL sensitization), % at 10 µM; AID 624354, 2012;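 active means compounds causing at least 50% loss of cell viability in the single-dose screen, relative to plate controls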
TWEAK-Fn14 inh = inhibitors of TWEAK-Fn14 signaling, primary screen, luciferase reporter cells, uHTS; TWEAK-stimulated Fn14 reporter cells, luciferase luminescence, 8 h; inhibition, % at 10 µM; 360,000 tested, 2% active; AID 1159606, 2016; in the data active means inhibition above about 50%
CF NFkB inh = inhibitors of PAF-induced NF-kB signaling, primary screen, cell-based, GFP fluorescence, uHTS; KKLEB NF-kB-GFP reporter, GFP fluorescence overnight; inhibition, % at 5 µM; 360,000 tested, 0.86% active; AID 588850, 2011;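 active means at least 50% inhibition at 5 µM, scaled per plate between neutral and stimulator controls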;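 further: PAF is a Pseudomonas aeruginosa culture filtrate used as stimulus; plate controls were PAF-stimulated DMSO wells for no effect and unstimulated DMSO wells for full effect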
TROY NFkB inh = inhibitors of TROY-driven NF-kB signaling, primary screen, Q293 LMP1-TROYcd cells, NF-kB luciferase, uHTS | Q293 LMP1-TROYcd NF-kB luciferase reporter, 4 h | inhibition, % at 10 µM | 360,000 tested, 0.98% active | AID 1347056, 2019;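 active means compounds whose plate-normalised and pattern-corrected inhibition of the luciferase reporter signal at the single screening dose is 50% or more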
HIF-2a block = HIF-2a reporter inhibitors, primary screen, luminescence, 786-0 RCC cells. 786-0 RCC cells HIF-2a reporter, luciferase luminescence, overnight. inhibition, % at 18.8 µM. 360,000 tested, 0.72% active;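 active means inhibition of the luminescence signal of 40% or more relative to plate controls, in a single-dose primary screen at 18.75 µM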
NR2E3 ag-2 = NR2E3 agonists in two-hybrid cells, primary screen, cell-based, luminescence, CHO-S, Gal4-NCOR/VP16-NR2E3; Photoreceptor-specific nuclear receptor (Homo sapiens), Q9Y5X4; 360,000 tested, 0.35% active; inhibition of corepressor binding, % at 3.98 µM; luciferase; AID 602229, 2012;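 active means inhibition above the mean of all tested compounds plus 3 SD, cut at about 70% in these data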;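 further: 0% = DMSO with NR2E3 transfected cells and 100% = cells lacking NR2E3 construct; higher means lower luciferase signal from less NR2E3 corepressor binding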
Shn3 3UTR inh = reduction of Shn3 3'UTR firefly luciferase signal, primary screen, Schnurri-3 inhibitor project, cell-based, Clone20 osteoblasts, set 2; Clone20 osteoblast Shn3 3'UTR firefly luciferase, 24 h; inhibition, % at 12.5 µM; 360,000 tested, 0.52% active;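 active means mean inhibition of at least 75% with every replicate also reaching 75%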;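 further: 0% = median of neutral control wells and 100% = pilot-screen positive control compound; some compounds past the cut are filed as inactive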
* marks the source's active call; other numbers are inactive results; x = not tested or not shown. Only part of the results is shown; rates above refer to the full screens.

SMILES	NR2E3 ag-1	KKLEB cytotox	Peg3 prom inh	TRPM1 prom inh	TRAIL sens C8	TWEAK-Fn14 inh	CF NFkB inh	TROY NFkB inh	HIF-2a block	NR2E3 ag-2	Shn3 3UTR inh
CCN(C(=O)COC(=O)c1cc2ccccc2cc1OC)c1c(N)n(Cc2ccccc2)c(=O)[nH]c1=O	x	7	-3	7	-9	-17	-13	11	14	7	-8
Cn1cc(CN2CCCC(C(=O)Nc3cccc(-c4cc5ccccc5[nH]4)c3)C2)cn1 (configuration not stated)	1	-6	56*	-4	4	8	-7	-18	2	11	5
O=C(CN1C(=O)C2CC=C(Cl)CC2C1=O)Nc1ccc(C(=O)O)cc1 (configuration not stated)	-1	-7	3	-7	-2	-24	5	-14	9	4	-27
CCOC(=O)c1nnn(-c2nonc2-n2cccc2)c1CN1CCC(C(=O)OCC)CC1	1	-4	10	-2	-1	9	16	11	-6	12	42
O=C(N/N=C/c1ccoc1)c1cccc([N+](=O)[O-])c1	x	5	2	-3	-17	-2	3	2	4	-15	2
O=C(Nc1nc2n(n1)C(c1ccccc1)C=C(c1ccccc1)N2)c1ccco1 (configuration not stated)	-2	3	-7	7	4	6	-7	3	-12	-11	4
Cc1ccc(C#N)c(SCc2cc3c(cc2Cl)OCO3)n1	5	-39	1	-14	14	-5	16	-8	-40	6	14
CC(=O)C(=Cc1cc(C)n(-c2ccccc2)c1C)C(C)=O	2	-2	-35	-2	20	12	28	-13	-20	30	2
O=C1Cc2cc(S(=O)(=O)N3CCCCC3)ccc2N1	-1	3	0	x	-6	7	0	0	2	-27	-21
CCOc1cc(C(=S)N2CCCC2)ccc1OC	-1	-9	11	6	-24	-14	0	-10	14	-4	-2
O=C(CN1CCCCC1)NC(=O)NCc1ccccc1	2	2	0	-12	18	-7	16	8	10	-10	16
N/C(=N\OC(=O)c1ccc(Cl)cc1Cl)c1ccccc1	1	-48	-53	15	94*	91*	-21	63*	-69	-65	-4
COc1ccc(OC)c(C(=O)NC(CC(N)=O)c2ccc(NC(C)C)c([N+](=O)[O-])c2)c1 (configuration not stated)	0	18	15	4	-2	-10	-19	-5	6	9	17
Cc1ccc(NC(=O)C(C)Sc2nc(=O)cc(N)n2-c2ccccc2)cc1 (configuration not stated)	0	7	10	-1	2	-4	-3	-1	7	-21	0
CC(OC(=O)CCC(=O)c1cccs1)C(=O)Nc1ccccc1[N+](=O)[O-] (configuration not stated)	8	6	0	-6	4	-8	5	-4	16	10	-2
Cc1ccc(/C=N/N2CCN(Cc3ccccc3)CC2)cc1	1	2	-70	-13	1	-5	3	-64	-104	-13	-30
COc1ccccc1NC(=O)CSc1nccn1Cc1ccccc1	2	14	-4	1	-10	-7	-6	-34	-5	-5	16
CC(=O)c1c(C)[nH]c(C(=O)Nc2ccc(Cl)c(S(=O)(=O)N(C)C)c2)c1C	2	-2	-302	-42	-4	-40	-67	-43	-282	-87	-49
O=C(NC1CC1)c1ccc(CS(=O)c2ccc(Br)cc2)o1 (configuration not stated)	0	-19	3	1	-7	1	12	-6	13	-6	-17
O=C(C1=C[C@H](c2csc3ccccc23)C[C@H](OCc2ccc(CO)cc2)O1)N1CCN(Cc2ccc3c(c2)OCO3)CC1	-1	-7	25	18	10	24	-40	22	1	16	15
CC(C)(CNC(=O)c1ccc(-c2cccc(C(F)(F)F)c2)o1)N1CCOCC1	0	10	17	-6	-6	-27	-5	1	1	3	3
CC1(C(=O)Nc2ccc(Cl)c(Cl)c2)CCN1C(=O)CC1CCCC1 (configuration not stated)	x	-15	8	x	-2	7	39	17	-15	-16	19
CCOc1cc(C=NNC(=O)N(c2ccccc2)c2ccccc2)ccc1O	x	-13	-60	x	63*	-33	8	-38	-30	-29	-11
N/C(Cc1ccccc1)=N\OC(=O)c1cccc2ccccc12	0	-1	78*	8	-3	-24	1	-57	-42	-44	-9
O=C(O)c1cccc(NC(=O)c2cn(-c3ccccc3)nc2-c2cccc(Br)c2)c1	-1	12	4	0	3	9	6	-2	-27	-9	12

5 entries out of the list, sorted by SMILES length, descending.
SMILES	NR2E3 ag-1	KKLEB cytotox	Peg3 prom inh	TRPM1 prom inh	TRAIL sens C8	TWEAK-Fn14 inh	CF NFkB inh	TROY NFkB inh	HIF-2a block	NR2E3 ag-2	Shn3 3UTR inh
O=C(CN1C(=O)C2CC=C(Cl)CC2C1=O)Nc1ccc(C(=O)O)cc1 (configuration not stated)	-1	-7	3	-7	-2	-24	5	-14	9	4	-27
CCOc1cc(C=NNC(=O)N(c2ccccc2)c2ccccc2)ccc1O	x	-13	-60	x	63*	-33	8	-38	-30	-29	-11
O=C(N/N=C/c1ccoc1)c1cccc([N+](=O)[O-])c1	x	5	2	-3	-17	-2	3	2	4	-15	2
O=C(NC1CC1)c1ccc(CS(=O)c2ccc(Br)cc2)o1 (configuration not stated)	0	-19	3	1	-7	1	12	-6	13	-6	-17
O=C(CN1CCCCC1)NC(=O)NCc1ccccc1	2	2	0	-12	18	-7	16	8	10	-10	16

Next section.
SMILES	NR2E3 ag-1	KKLEB cytotox	Peg3 prom inh	TRPM1 prom inh	TRAIL sens C8	TWEAK-Fn14 inh	CF NFkB inh	TROY NFkB inh	HIF-2a block	NR2E3 ag-2	Shn3 3UTR inh
Cc1cc(Cl)c(S(=O)(=O)N(C)C)cc1OCC(N)=O	-2	-18	10	9	-6	13	-6	0	7	-8	1
COc1ccccc1Cn1c(=O)c2ccccc2n2c(Sc3ncnc4sccc34)nnc12	-1	-31	26	19	19	89*	72*	47	24	-27	58
O=C(O)CCCCCCCCCCP(=O)(c1ccccc1)c1ccccc1	-1	-1	9	2	3	-94	3	4	21	-1	14
Nc1ccccc1S(N)(=O)=O	1	7	10	9	-3	-8	0	14	-6	-11	1
COc1cc(CCCN2CCNC[C@@H]2C(C)O)cc(OC)c1OC (some centres not stated)	4	8	-1	-7	14	-1	-4	-6	7	1	-4
CCN(CC)CCNC(=O)c1cc2c(s1)-c1ccccc1SC2	1	-3	42	-5	37	-36	15	-30	-43	15	0
O=c1[nH]c(Cc2ccccc2)nc2c1oc1ccccc12	1	-1	6	0	-12	7	8	6	-1	7	3
O=C(O)Cn1c(-c2ccccn2)nc2ccccc21	3	14	-36	-18	5	8	-15	-16	-109	11	-7
O=C(CC12CC3CC(CC(C3)C1)C2)N1CCCOC1	-2	2	-3	2	-10	4	15	-3	13	2	3
CCOc1ccc(S(=O)(=O)N2CCC(C(=O)NCc3ccccn3)CC2)cc1C	1	6	2	34	9	28	-2	-17	7	-3	26
COC(=O)NNC(=O)COc1ccccc1C	1	3	-2	13	6	-14	-9	-9	10	-28	5
O=C(C[C@H]1C/C=C\C[C@H](NC(=O)OCC2c3ccccc3-c3ccccc32)C(=O)OC[C@@H]2CCCN2C1=O)N[C@H](CO)Cc1ccccc1	x	-8	-7	-3	7	-6	7	-1	3	-5	28
COc1ccc(C/C(N)=N/OC(=O)c2cccc([N+](=O)[O-])c2)cc1	-3	15	-17	-26	12	-41	-17	-2	0	-48	-19
CC(OC(=O)C1CC(=O)N(Cc2ccccc2)C1)C(=O)Nc1cccc(C#N)c1 (configuration not stated)	0	0	-3	0	6	-1	0	14	1	-2	8
Cc1ccc(OC(F)F)c(NC(=O)Nc2cccc(C(F)(F)F)c2)c1	1	-20	30	5	-1	75*	17	40	-67	4	41
Cc1cc(NC(=O)c2c(Br)c(C)nn2C)no1	-2	4	-16	-7	-16	0	-16	20	15	1	-4
NS(=O)(=O)c1ccc(NC(=O)CSc2n[nH]c(=O)n2Cc2ccccc2)cc1	0	3	2	3	2	39	-9	8	18	-19	-7
CCc1ccc(NC(=O)C(=O)NCC(O)c2ccccc2)cc1 (configuration not stated)	0	-1	-11	-10	-7	-21	14	-11	-7	-18	-11
O=C(Cc1ncc(C(F)(F)F)cc1Cl)Nc1cccc(Br)c1	1	1	3	1	-9	7	8	-22	15	-3	5
CNc1nc(C)c(C(=O)OCc2ccccc2)s1	4	2	-202	-45	35	1	16	-32	-213	-51	-22
CC(=O)OC(C(=O)NCCN1CCOCC1)c1c(F)cccc1F (configuration not stated)	5	-4	4	-9	-2	3	-10	1	25	17	-11
O=C(CS(=O)(=O)Cc1ccccc1)N1CCN(c2cccc(C(F)(F)F)c2)CC1	0	-10	25	1	-9	7	8	13	5	10	14
CC(=O)c1ccc(OCc2cc(C(=O)NCC3CCCCO3)no2)cc1 (configuration not stated)	1	2	-42	-35	-2	-15	-22	-27	-64	-29	-12
Cc1noc(C)c1C(=O)NC(C)C12CC3CC(CC(C3)C1)C2 (configuration not stated)	-1	0	1	-6	3	-16	3	11	11	-22	20

Looked up above:
Cc1cc(NC(=O)c2c(Br)c(C)nn2C)no1 in TROY NFkB inh is entered as 20
Nc1ccccc1S(N)(=O)=O in TROY NFkB inh is entered as 14
